# Compound activity from PubChem BioAssay.
# mcGAS inh: blocks mouse cGAS activity | inhibition, % at 12.5 µM | 0.15% of 160,000 active | recombinant cGAS, Kinase-Glo ATP depletion luminescence | Q8C6L5 | AID 1259399;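 further: 0% = negative control wells and 100% = reference inhibitor with no enzyme activity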
# NPYLR7 ag: mosquito NPYLR7 agonism; HEK293T NPYLR7/Galpha15, GCaMP6s calcium fluorescence; activation, % at 10 µM; 0.15% of 270,000 active; in the data active means activation above about 40%;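 further: 0% = vehicle and 100% = reference agonist at the receptor; some compounds past the cut are filed as inactive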
# hcGAS inh: inhibitors of human cGAS | recombinant h-cGAS, ATP depletion, Kinase-Glo luminescence | AID 1259398 | Q8N884 | inhibition, % at 12.5 µM | 0.081% of 290,000 active;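 further: 0% = vehicle reaction and 100% = reaction without DNA for no activity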
# Target sequence (Q8N884 whole entry, looked up): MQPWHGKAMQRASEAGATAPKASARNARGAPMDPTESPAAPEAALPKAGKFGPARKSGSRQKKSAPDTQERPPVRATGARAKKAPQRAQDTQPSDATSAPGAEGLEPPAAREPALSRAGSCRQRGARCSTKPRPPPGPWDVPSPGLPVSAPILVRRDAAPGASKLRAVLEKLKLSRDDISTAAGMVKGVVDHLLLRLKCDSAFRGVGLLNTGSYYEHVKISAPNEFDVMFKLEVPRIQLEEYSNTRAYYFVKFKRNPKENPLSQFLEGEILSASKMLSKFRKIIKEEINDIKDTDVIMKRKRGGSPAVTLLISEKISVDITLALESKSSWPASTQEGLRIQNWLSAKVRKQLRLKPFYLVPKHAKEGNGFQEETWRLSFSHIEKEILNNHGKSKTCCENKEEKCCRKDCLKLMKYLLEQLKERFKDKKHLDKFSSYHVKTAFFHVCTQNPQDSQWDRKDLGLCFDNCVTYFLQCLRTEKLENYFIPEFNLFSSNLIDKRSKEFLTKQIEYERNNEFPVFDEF
# Numbers without * were called inactive; · = not tested or not shown; & = joins results of further samples. Unless noted, no stated cut-off is given here; in the data, active means inhibition above about 40%; inactive means the rest.
item	smiles	hcGAS inh	NPYLR7 ag	mcGAS inh
1	Cc1cc(NC(=O)C2CCCC2)n(-c2nc3c(cnn3-c3ccccc3)c(=O)[nH]2)n1	-4	·	-4
2	O=C(CSc1nnc(-c2cccnc2)o1)c1ccc([N+](=O)[O-])cc1	-7	-7	-5
3	Cc1cc(C)n2c(NCc3ccccc3)c(-c3cccc(Cl)c3)nc2c1	-3	-2	-3
4	CC(=O)N1CCN(C(=O)CCNc2nc(-c3cc(Cl)cc(Cl)c3)no2)CC1	-8	2	·
5	COc1ccc2[nH]c(S(=O)Cc3ncc(C)c(OC)c3C)nc2n1 (stereo not drawn)	-3	3	·
6	CN(C)C(=O)c1ccc(N2CCC(NCCc3ccccc3F)CC2)cc1	-8	20	·
7	COc1ccc(Nc2ncccc2C(=O)NC(c2ccccc2)c2ccccc2)cc1	-7	-9	·
8	C=CCC(=O)N(CC)CCOc1cccc(C)c1	4	-6	2

# Later entries:
item	smiles	hcGAS inh	NPYLR7 ag	mcGAS inh
9	CCOc1ccc(C(=O)NCCNc2cc(-n3cccn3)nc(C)n2)cc1	-5	-16	-7
10	CC(C)S(=O)(=O)c1ccc(C(=O)N(Cc2ccncc2)c2nc3c(F)cccc3s2)cc1	-5	-3	-11
11	CC(=O)c1c(C)nc2sccn12	-1	5	·
12	Cc1ccc(-c2cc(O)c3c(c2)CN(C(=O)C(C)N2CCCC2=O)CCO3)cc1 (stereo not drawn)	-8	0	·
13	CC(=O)Nc1ccc(CN2CCC2(C)C(=O)NCc2cccc(C(F)(F)F)c2)cc1 (stereo not drawn)	-9	7	·
14	CC1CN(Cn2c(=S)oc3ccccc32)CC(C)O1 (stereo not drawn)	0	2	-4
15	Cc1cc(NC(=O)C2CCCN(S(=O)(=O)N3CCC(C)CC3)C2)no1 (stereo not drawn)	-6	0	·
16	O=C(/C=C/c1c(Cl)cccc1Cl)Nc1nn[nH]n1	26	4	·

# New compounds follow:
item	smiles	hcGAS inh	NPYLR7 ag	mcGAS inh
17	CCOC(=O)c1ccc(S(=O)(=O)NCCn2ncccc2=O)cc1	-10	3	·
18	Cc1cccc(C(=O)N2CCN(c3ccc(-n4cccn4)nn3)CC2)c1	3	5	·
19	CCN(CC)C(=O)c1c(C(F)(F)F)nn(C2CCCN(C(C)C)C2)c1C (stereo not drawn)	-12	9	·
20	CC(C)c1nc(-c2cccc(-n3cnnc3)n2)n(-c2cccc3cccnc23)n1	-3	2	·
21	c1ncn(CCN2CCN(C3CCC4(CCNCC4)CC3)CC2)n1	-4	13	·
22	Cc1ccnc(N2CCN(C3CCC4(CCNCC4)CC3)CC2)c1	-6	5	·
23	COc1cc(/C=N\n2nnnc2N)ccc1OS(=O)(=O)c1ccc(C)cc1	-5	14	·
24	Cc1c(C)n2c3c(=O)n(Cc4ccccc4F)c(=O)n(C)c3nc2n1CCO	-9	-4	·

# Further structures follow.
item	smiles	hcGAS inh	NPYLR7 ag	mcGAS inh
25	CC(C)(C)c1ccc(CCC2OCC(C[N+]3(C)CCOCC3)O2)cc1 (stereo not drawn)	4	·	-2
26	CC(O)c1cc2ccccc2o1 (stereo not drawn)	2	-5	-1
27	Cc1ccc(NC(=O)CCCn2nc(-c3ccccc3)ccc2=O)cc1	-9	7	-10
28	CC(Oc1cc(C(F)(F)F)cc(C(F)(F)F)c1)C(=O)NC(N)=O (stereo not drawn)	-2	-5	·
29	COc1ccc(NC(=O)CCC2CCCN(Cc3ccc4cc(F)ccc4n3)C2)c(C)c1 (stereo not drawn)	-7	5	2
30	O=c1nc(/C=C/c2ccc(Cl)cc2)cc(C(F)(F)F)[nH]1	0	-3	·
31	COc1ccc(CCNC(=O)N(C)C(C)c2nc(C)sc2C)cc1 (stereo not drawn)	-6	10	·
32	CC1CCN(S(=O)(=O)c2ccc(NCC#Cc3ccccc3)c([N+](=O)[O-])c2)CC1	-8	4	·

# (more compounds)
item	smiles	hcGAS inh	NPYLR7 ag	mcGAS inh
33	O=C(CN1CCN(c2ccc(F)c(F)c2)C1=O)NCCO	-10	-1	·
34	COc1cc(NC(=O)CN2CCC(C(=O)N3CCCCCC3)CC2)cc(OC)c1	-3	3	-2
35	O=c1ccc2ccccc2o1	-1	3	·
36	O=C(Cc1csc(-c2cccc(Br)c2)n1)Nc1cccc(Cl)c1N1CCOCC1	-6	6	·
37	COc1ccc(Nc2cc(C)nc3c4c(C)cc(C)nc4nn23)cc1	-5	2	-6
38	CC1CCCC(C)N1CC(O)c1ccccc1 (stereo not drawn)	-11	1	·
39	CNC(=O)c1c(NC(=O)/C=C/c2ccc(C)cc2)sc2c1CCCC2	-2	-7	-4
40	O=C1C2CCCCC2C(=O)N1c1n[nH]c(CCc2ccccc2)n1 (stereo not drawn)	4	-2	·

# The listing continues.
item	smiles	hcGAS inh	NPYLR7 ag	mcGAS inh
41	CCc1cc(=O)[nH]c(CN2CCCN(C(=O)c3ccsc3)CC2)n1	-5	-1	-6
42	COCCN(Cc1c(-c2cccc(C)c2)noc1N1CCCC1)C(=O)c1ccc(F)cc1	-1	0	-5
43	Clc1ccc(COC(Cn2ccnc2)c2ccc(Cl)cc2Cl)c(Cl)c1 (stereo not drawn)	5&-3&-2&-1	1&-3&-5&-1	-4
44	Cc1nc2c(C)cccn2c(=O)c1NC(=O)c1cccc(Br)c1	2	-3	·
45	COC(=O)CCCC(=O)N1CCC(CCc2ccc3c(c2)OCO3)CC1	-3	4	-5
46	COc1cccc(-c2cc(C(=O)N3CCN(c4ccccc4Cl)CC3)nc3cc(-c4ccccc4)nn23)c1	-7&-3	1&16	-10&-7
47	Cc1[nH]n(-c2ccccc2)c(=O)c1[N+](=O)[O-]	10	-15	·
48	CSCCC(C)NC(=O)N1CCSC(C)(C)C1 (stereo not drawn)	-5	6	-11

# Other records follow:
item	smiles	hcGAS inh	NPYLR7 ag	mcGAS inh
49	CN(Cc1nc(C2CC2)no1)C(=O)[C@@]12CC[C@@](C)(OC1=O)C2(C)C	3	-2	-1
50	COc1cccc(C2CC3(CC(C)(C)NC(=S)N3)Oc3cc(O)ccc32)c1 (stereo not drawn)	-2	-2	·
51	O=c1c2cc(Cl)ccc2ncn1Cc1csc(-c2cccs2)n1	3	-1	·
52	Cc1cc(N2CCCC(c3ccn[nH]3)C2)c2cc3c(cc2n1)OCO3 (stereo not drawn)	1	-1	·
53	COc1ccc2c(c1)OCC(C=C1N=C(c3ccccc3F)OC1=O)=C2	-26	19	·
54	CC(Oc1ccc(-c2nc3ccccc3s2)cc1)C(N)=O (stereo not drawn)	-3	0	·
55	COc1ccc(-c2c(C)n[nH]c2C)cn1	-7	-4	·
56	COc1cccc(/C=C(\C#N)c2nn(CCO)c(N)c2C#N)c1OCc1ccc(Cl)cc1Cl	-5	-3	·

# (cont.)
item	smiles	hcGAS inh	NPYLR7 ag	mcGAS inh
57	O=C(C1CCC(=O)N(C2CCCC2)C1)N1CCC(Oc2ccccc2Cl)CC1 (stereo not drawn)	-6	16	·
58	CN(CC1CCN(CCc2ccc(F)cc2)CC1)C(=O)c1coc2c1C(=O)CCC2	-3	3	·
59	COC(=O)c1cccc(NC(=O)c2ccc(CSc3nc(N4CCCC4)cc(C(C)(C)C)n3)o2)c1	-2	-9	1
60	COc1ccc(Cl)cc1C(=O)Nc1cc(C)nn1-c1ccncc1	-4	0	-14
61	C=c1cc(C)n(CC(=O)Nc2ccc3c(c2)OCO3)c(=O)c1=C1N=C(c2ccccc2)NO1	1	-1	-4
62	O=C(NCc1ccccc1)c1csc(Nc2ccncn2)n1	-5	-2	-2
63	CN(C)C(=O)c1ccc(-c2ccc(CC(=O)O)cc2)cc1	-3	3	-16
64	COc1ccc(-c2onc(C)c2C(=O)NCCc2ccncc2)cc1	-5	-12	1

# A different layout for part of the listing above:
[57] O=C(C1CCC(=O)N(C2CCCC2)C1)N1CCC(Oc2ccccc2Cl)CC1 (stereo not drawn)
[58] CN(CC1CCN(CCc2ccc(F)cc2)CC1)C(=O)c1coc2c1C(=O)CCC2
[59] COC(=O)c1cccc(NC(=O)c2ccc(CSc3nc(N4CCCC4)cc(C(C)(C)C)n3)o2)c1
[60] COc1ccc(Cl)cc1C(=O)Nc1cc(C)nn1-c1ccncc1
[61] C=c1cc(C)n(CC(=O)Nc2ccc3c(c2)OCO3)c(=O)c1=C1N=C(c2ccccc2)NO1
assay / entry	57	58	59	60	61
hcGAS inh	-6	-3	-2	-4	1
NPYLR7 ag	16	3	-9	0	-1
mcGAS inh	·	·	1	-14	-4

# Carrying on:
item	smiles	hcGAS inh	NPYLR7 ag	mcGAS inh
65	COc1cccc(C(=O)c2c(N)c(C(=O)Nc3ccccc3C)c3ccccn23)c1	-8	-2	-8
66	Fc1ccccc1N=C1Nc2cccc3cccc1c23	-5	6	·
67	Cc1onc(-c2ccccc2Cl)c1C(=O)Nc1cccc2ccccc12	-7	-5	-1
68	COc1cccc(C(=O)OCCN2C(=O)C3C4c5ccccc5C(c5ccccc54)C3C2=O)c1 (stereo not drawn)	-7	-2	-9
69	O=C(COCc1ccccc1)Nc1cccc(-c2cccc(-c3ccc(F)cc3)n2)c1	2	-12	2
70	CCN1CCN(C(c2cccc(F)c2)c2c(O)cc(C)n(CCOC)c2=O)CC1 (stereo not drawn)	-6	6	·
71	O=c1ccnc(SCc2ccc(CSc3nccc(=O)[nH]3)cc2)[nH]1	5	5	·
72	c1ccc(CCN2CCCC3(CCN(Cc4ccc5nsnc5c4)C3)C2)cc1 (stereo not drawn)	6	-2	-1

# The list goes on.
item	smiles	hcGAS inh	NPYLR7 ag	mcGAS inh
73	CCOC(=O)CCNC(=O)N1CCC(Cc2ccc(Cl)cc2)(C(=O)OCC)CC1	-2&-4	1&3	-10&-1
74	Cc1cc(C)cc(CC(=O)N2CCC2(C)C(=O)N(C)Cc2ccccc2)c1 (stereo not drawn)	-11	7	-5
75	CC(Sc1nnc(C2CC2)n1C1CC1)C(N)=O (stereo not drawn)	-5	4	·
76	CC(C)C(=O)N(Cc1ccccc1OS(C)(=O)=O)C1CC1	-8	-3	-7
77	CC1(C2CCN(C(=O)Cc3ccc4c(c3)OCO4)CC2)NC(=O)N(C2Cc3ccccc3C2)C1=O (stereo not drawn)	-7	1	-11
78	CCOC(=O)c1[nH]c2ccccc2c1NC(=O)c1ccccc1C(=O)c1ccccc1	-7	0	-7
79	CC(=O)N(C)C1CCN(c2cc(C)c3ccc(Cl)cc3n2)C1 (stereo not drawn)	-2	2	·
80	CCOCCCNC(=O)c1cc(NC(=O)c2ccc(Cl)c([N+](=O)[O-])c2)ccc1N1CCN(c2ccccc2OC)CC1	-4	20	-5

# Remaining list, next part
item	smiles	hcGAS inh	NPYLR7 ag	mcGAS inh
81	CC1CN(Cc2csc(NC(=O)COc3cccc4ccccc34)n2)CC(C)O1 (stereo not drawn)	4	2	·
82	CCc1ccc(-c2nccn2-c2ccccc2CCO)nc1	-10	20	·
83	COCC(=O)N1CCSC12C(=O)N(Cc1ccccc1Cl)c1ccc(F)cc12 (stereo not drawn)	-4	19	-6
84	CCCCCN(Cc1cccn1Cc1cccc(C(F)(F)F)c1)C(=O)Nc1ccccc1F	-3	21	-6
85	CCc1nc(NCCNS(=O)(=O)c2ccsc2C(=O)OC)c2cc(Cl)cc(Cl)c2n1	-6	4	·
86	O=C(NCc1cccc(Cl)c1)c1cc(N2CCSCC2)nc2ccccc12	-9	11	-4
87	COc1cccc(CCNC(=O)Cn2nnnc2CN2CCCCCC2)c1OC	-7	11	·
88	COC(=O)c1ccc(-c2nc(CN(C)Cc3nonc3C)c(C)o2)cc1	-2&-5	4&-13	-5

# Further entries follow:
item	smiles	hcGAS inh	NPYLR7 ag	mcGAS inh
89	Cc1cccc(COC(CN2CCN(S(=O)(=O)c3cccc(OC(F)F)c3)CC2)c2ccc(Cl)cc2)c1 (stereo not drawn)	-2	26	-6
90	Cc1cccc(-n2nc3c(c2NC(=O)/C=C/c2ccccc2)CSC3)c1	-1	-2	-4
91	Cc1cc(C(=O)O)ccc1S(=O)(=O)Nc1ccccc1-n1c(C)c[nH]c1=O	-9	9	-14
92	CCOc1ccc2ccccc2c1C(=O)NCCCOc1cccc([N+](=O)[O-])c1	-5	27	-6
93	Cc1ccccc1COC1CCCN(C(=O)C2CCC2)C1 (stereo not drawn)	0	-9	-2
94	Cc1nc2ncnn2c(C)c1CCc1nn2c(CC(C)C)nnc2s1	-6	9	-17
95	O=C(c1cccc(F)c1)N1CCC(c2nc(-c3ccc(C(F)(F)F)cc3)no2)CC1	-5	5	-3
96	COCCNC(=O)CC(c1ccc(F)cc1)c1cn(Cc2ccccc2)c2ccc([N+](=O)[O-])cc12 (stereo not drawn)	-7	·	-7

# In the list so far, these have a CF3 group.
item	smiles	hcGAS inh	NPYLR7 ag	mcGAS inh
13	CC(=O)Nc1ccc(CN2CCC2(C)C(=O)NCc2cccc(C(F)(F)F)c2)cc1 (stereo not drawn)	-9	7	·
19	CCN(CC)C(=O)c1c(C(F)(F)F)nn(C2CCCN(C(C)C)C2)c1C (stereo not drawn)	-12	9	·
28	CC(Oc1cc(C(F)(F)F)cc(C(F)(F)F)c1)C(=O)NC(N)=O (stereo not drawn)	-2	-5	·
30	O=c1nc(/C=C/c2ccc(Cl)cc2)cc(C(F)(F)F)[nH]1	0	-3	·
84	CCCCCN(Cc1cccn1Cc1cccc(C(F)(F)F)c1)C(=O)Nc1ccccc1F	-3	21	-6
95	O=C(c1cccc(F)c1)N1CCC(c2nc(-c3ccc(C(F)(F)F)cc3)no2)CC1	-5	5	-3

# (listing goes on)
item	smiles	hcGAS inh	NPYLR7 ag	mcGAS inh
97	CCOCC(=O)Nc1cc(-n2nnnc2C2CC2)ccc1F	-7	15	-18
98	Cc1ccn(-c2ccc(N[C@@H]3c4ccccc4C[C@@H]3O)nn2)n1	-6	3	-16
99	CCCC(=O)NCC(=O)Nc1cc(C)nn1-c1cc(C)cc(C)c1	-1	3	-14
100	Cc1ccc(C(C)(C)C)cc1S(=O)(=O)N1CC2(C)CC1CC(C)(C)C2 (stereo not drawn)	-3	16	·
101	CC(C)(C)Nc1c(-c2ccccc2)nc2ccc(Cl)cn12	-6	0	-6
